High-throughput results deposited in PubChem by National Center for Advancing Translational Sciences (NCATS).
FLuc counter: firefly luciferase modulation, counter-screen for miR-21 project; purified FLuc, Km substrates, luminescence inhibition; Potency, µM (highest dose often 57.5 µM), inactives show at the top dose activity change, negative = inhibition, hits mostly inhibitors; 360,000 compounds, 6.9% hits;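 note: plate controls were vehicle for no effect and reference inhibitor for full effect; nearly all actives have a fitted effect of over 55% in size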
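Purified P. pyralis luciferase, 10 nM final, with Km-level 10 uM D-luciferin and 10 uM ATP in 50 mM Tris acetate pH 7.5, 10 mM Mg acetate, 0.01% Tween-20, 0.05% BSA; 6-point qHTS titration about 60 µM downward; luminescence read.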
NPC1 prom act: activators of NPC1 promoter | Huh7 NPC1 promoter luciferase reporter, 24 h | Potency, µM (doses to about 9.22 µM), for inactives: top-dose activation, actives largely listed as activators | 320,000 compounds, 2.4% hits | AID 485313;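 note: % of control where 0% means no effect; nearly all actives have a fitted effect of over 60% in size; reporter is driven by a mutant NPC1 promoter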
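Luciferase expression driven by the NPC1 promoter was measured in stably transfected Huh7 cells after a 24 h compound incubation, using a luciferase reagent and a luminescence read.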
uPA surface inh: inhibitors of cell surface uPA generation | 330,000 compounds, 0.31% hits | Potency, µM (titrated, usually from 38.3 µM), inactives show at the top dose activity change, negative = inhibition, hits mostly inhibitors | cell surface uPA generation assay, qHTS | AID 540303; active = well fitted inhibition curve with a large enough effect; inconclusive = small, poorly fitted or top-dose-only effect; inactive = no such curve, though single readings can be large or run the other way; tested in mouse RAW 264.7 cells; note: % is set by controls: 0 for no effect and ±100 for the full control effect; nearly all actives have a fitted effect of over 55% in size
ELG1 genotox: inducers of genotoxicity in HEK293T ELG1-luciferase cells; HEK293T ELG1-luciferase reporter, luminescence, 16 h; Potency, µM (doses to about 46 µM), inactives show at the top dose activity change, positive = activation, usual class: activators; 330,000 compounds, 1.3% hits; AID 504466; note: % of control where 0% means no effect; nearly all actives have a fitted effect of over 60% in size
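Quantitative HTS format in 1536-well plates. HEK293T ELG1-luciferase reporter cells receive test compound and are incubated 16 hr at 37 °C, 5% CO2; ONE-Glo added, 30 min room temperature, then luminescence read.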
BRCA1 expr act: BRCA1 expression activation; Potency, µM (doses to about 46.1 µM), for inactives: at the highest dose activation, actives largely listed as activators; AID 624202; 380,000 compounds, 1.1% hits; MCF7-BRCA1-FFLuc reporter, luminescence, 48 h; response scale: scaled: vehicle 0%, 10 µM genistein 100%; note: nearly all actives have a fitted effect of over 80% in size; some results filed as inactive show a strong effect at the top dose
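48 h compound treatment of MCF7-BRCA1-FFLuc cells (phenol-red free MEM, 37 °C), then 15 min with luciferase substrate and luminescence imaging.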
Rab9 prom act: activates the Rab9 promoter; Huh7 Rab9 promoter-luciferase reporter, luminescence, 24 h; Potency, µM (doses to about 9.22 µM), inactives show at the highest dose activation, negative = inhibition, most hits filed as activators; 320,000 compounds, 2.8% hits; AID 485297; note: % of control where 0% means no effect; nearly all actives have a fitted effect of over 60% in size
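Luciferase signal after 10 min detection reagent at ambient indicates Rab9 promoter upregulation; stably transfected Huh7 cells were treated 24 h with compound in DMSO at 37 °C, 5% CO2.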
RORg inh: inhibitors of mouse ROR gamma transcriptional activity; Potency, µM (highest dose often 53.6 µM), for inactives: at the highest dose activity change, negative = inhibition, usual class: inhibitors; Drosophila S2 Gal4-RORgamma UAS-luciferase reporter, 20 h; 310,000 compounds, 5.4% hits; AID 2551; note: % is set by controls: 0 for no effect and ±100 for the full control effect; nearly all actives have a fitted effect of over 60% in size
Target sequence (P51450 whole entry, looked up, the tested form may be a part): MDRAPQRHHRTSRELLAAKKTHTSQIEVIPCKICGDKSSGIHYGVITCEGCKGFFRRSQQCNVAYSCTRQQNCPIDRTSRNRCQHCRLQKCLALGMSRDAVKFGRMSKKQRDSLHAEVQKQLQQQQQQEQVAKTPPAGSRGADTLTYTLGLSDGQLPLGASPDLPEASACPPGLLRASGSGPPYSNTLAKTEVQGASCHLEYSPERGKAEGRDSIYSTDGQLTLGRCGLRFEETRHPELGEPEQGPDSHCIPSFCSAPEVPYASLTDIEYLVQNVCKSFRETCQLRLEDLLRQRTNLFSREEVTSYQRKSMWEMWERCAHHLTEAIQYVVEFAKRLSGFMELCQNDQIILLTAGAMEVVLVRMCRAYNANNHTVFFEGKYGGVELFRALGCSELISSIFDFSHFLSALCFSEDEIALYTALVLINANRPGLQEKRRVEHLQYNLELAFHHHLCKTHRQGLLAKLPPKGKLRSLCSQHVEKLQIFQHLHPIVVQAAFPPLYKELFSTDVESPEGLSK
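Drosophila Schneider cells stably carrying a metallothionein-driven Gal4 DBD–ROR gamma fusion and a UAS-Photinus luciferase reporter were exposed to compound for 1 hr, then induced with copper sulfate (700 uM final) for 20 hr at ambient temperature before luminescence reading.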
p53 reactivator: restores transcriptional activity of mutant p53 | H1299 p53-A138V BP100-luciferase reporter, luminescence, 24 h | Potency, µM (titrated, usually from 92.2 µM), inactives show at the top dose activity change, positive = activation, hits mostly activators | 320,000 compounds, 0.063% hits | AID 504706; note: % of control where 0% means no effect; nearly all actives have a fitted effect of over 45% in size
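H1299 (p53-null), stable ts p53-A138V + BP100-Luc; 1000 cells/well, Opti-MEM/10% FBS; cpd 4 pt, 1:5; 24 h, 37 deg C, 5% CO2; detection reagent 10 min RT; luminescence.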
Gal4-VP16 FLuc: inhibits Gal4-VP16 luciferase reporter, ROR gamma counter-screen | Drosophila S2 Gal4-VP16 UAS-luciferase, luminescence, 20 h | AID 2546 | 310,000 compounds, 3.5% hits | Potency, µM (top dose mostly 53.6 µM), for inactives: at the highest dose activity, negative = inhibition, actives largely listed as inhibitors;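 note: Gal4-VP16 expression switched on by copper sulfate through the metallothionein promoter; % is set by controls: 0 for no effect and ±100 for the full control effect; nearly all actives have a fitted effect of over 50% in size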
MBNL1 CUG block: inhibitors of human MBNL1 binding to CUG repeat RNA; TR-FRET MBNL1-His/biotin-(CUG)12 binding, 665/545 ratio; Potency, µM (highest dose often 57.5 µM), for the others: top-dose activity change, negative = inhibition, usual class: inhibitors; 280,000 compounds, 0.036% hits; active = well fitted inhibition curve with a large enough effect in the signal ratio, with a control signal flat, not every such curve was filed as active; inconclusive = small, poorly fitted or top-dose-only effect, or effect the other way, or a change in a side signal; inactive = no such curve, though single readings can be large or run the other way; the % refers to the signal ratio; note: % is set by controls: 0 for no effect and ±100 for the full control effect
Target sequence (Q9NR56 whole entry, looked up): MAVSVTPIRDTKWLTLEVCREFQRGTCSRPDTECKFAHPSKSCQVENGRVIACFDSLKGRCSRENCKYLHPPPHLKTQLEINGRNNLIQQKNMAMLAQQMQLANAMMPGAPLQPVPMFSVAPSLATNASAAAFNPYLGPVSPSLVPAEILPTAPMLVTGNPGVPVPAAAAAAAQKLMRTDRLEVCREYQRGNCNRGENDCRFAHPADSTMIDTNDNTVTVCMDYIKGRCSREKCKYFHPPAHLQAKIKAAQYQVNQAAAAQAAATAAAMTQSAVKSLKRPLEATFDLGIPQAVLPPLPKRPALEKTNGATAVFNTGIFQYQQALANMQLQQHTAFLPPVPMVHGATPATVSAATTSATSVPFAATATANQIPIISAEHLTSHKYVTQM
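TR-FRET between His-tagged MBNL1 and biotin-(CUG)12 RNA, detected with Tb anti-His antibody (0.055 ng/ul) and streptavidin-XL665 (5 nM), 60 min at room temperature. Compounds titrated 92 nM to 58 uM; 665/545 nm ratio normalized to buffer and complex controls.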
* = called active by the depositor; u = inconclusive; x = not tested or not shown; [ ] = another dose, or the depositor's remark. Unless noted, calls come from the whole dose curve; as a rule, active = well fitted curve in the direction sought with a large enough effect; inconclusive = small, poorly fitted or top-dose-only effect, or another doubt; inactive = no such curve, though single readings can be large; an effect the other way counts as inactive or inconclusive. Potency is the fitted concentration of half-maximal effect.

SMILES	FLuc counter	NPC1 prom act	uPA surface inh	ELG1 genotox	BRCA1 expr act	Rab9 prom act	RORg inh	p53 reactivator	Gal4-VP16 FLuc	MBNL1 CUG block
Cc1ccc(S(=O)(=O)NCCCN2CCOCC2)c(C)c1	0%	1%	11%	3%	-23%	-2%	10%	0%	0%	7%
NCCCCCC(=O)N/N=C/c1coc2ccccc2c1=O	1%	3%	3%	-5%	0%	-4%	14%	3%	2%	-6%
NNC(=O)c1cc(-c2cccs2)nc2ccccc12	-19%	-1%	-27%	-1%	-32%	-3%	20µM*	-5%	-27%	11%
COC(=O)c1cc(S(=O)(=O)N2CCC(C)CC2)cn1C	-2%	3%	u	1%	6%	-4%	-9%	4%	0%	2%
Cc1ccc(NC(=O)CCCCCCCCCCC2COCCO2)c(C)c1 (stereo unspecified)	-2%	-4%	5%	-1%	-41%	-3%	13%	3%	1%	-26%
CCOc1ccccc1NC(=O)c1ccc(NC(=O)C2CCCO2)cc1 (stereo unspecified)	1%	0%	3%	-2%	-1%	15%	-4%	-4%	0%	5%
CC(NC(=O)CN1CCCC1)c1ccccc1 (stereo unspecified)	-2%	-38%[inhibitor]	-2%	0%	1%	-2%	-12%	u	2%	-1%
c1ccc(CSc2nc3ccccc3[nH]2)cc1	3.4µM*	0.79µM*	-1%	u	3%	0.79µM*	-22%	u	u	0%
CC(=O)c1ccc(OC(=O)C2CC(=O)N(c3cccc(C)c3)C2)cc1 (stereo unspecified)	4%	0%	x	-3%	6%	15%	-11%	3%	-4%	3%
COc1cc(C2NC(=O)N(C)C(C)=C2C(=O)OCc2ccccc2)cc(Br)c1O (stereo unspecified)	2%	-1%	-49%	0%	-18%	0%	33%	3%	-24%	1%
COc1ccc(-n2nc(C(=O)NCC(=O)Nc3cc(OC)ccc3OC)c3ccccc3c2=O)cc1	0%	-25%	-1%	-16%	-40%	-8%	15%	-5%	-22%	u
O=C(Nc1ccc(C2CC2(Cl)Cl)cc1)c1cccc([N+](=O)[O-])c1 (stereo unspecified)	12µM*	2µM*	-9%	u	-79%[inhibitor]	4µM*	u	-45%[inhibitor]	u	u
CCOC(=O)Cc1csc(NC(=S)NC(=O)c2ccc(C)cc2)n1	12µM*	-13%	u	2%	-83%	-18%	5µM*	-64%[inhibitor]	8.9µM*	-17%
COc1ccc(C(CNS(=O)(=O)c2ccc(NC(C)=O)c(OC)c2)N2CCCCC2)cc1 (stereo unspecified)	x	x	-2%	3%	-1%	x	x	2%	x	x
Cc1ccc(-c2nnn(C(C)C(=O)N3c4ccccc4CCc4ccccc43)n2)cc1 (stereo unspecified)	-1%	-3%	11%	-7%	-53%	-6%	u	x	-5%	9%
CC1CCCCN1C(=O)c1cc(Cl)ccc1[N+](=O)[O-] (stereo unspecified)	-5%	0%	2%	1%	-1%	0%	-13%	-12%	1%	u
CCN(CC)CCN(C(=O)c1ccc2c(c1)OCCO2)c1nc2cc(C)cc(C)c2s1	0%	-8%	-30%	-14%	-45%	-6%	2%	u	-23%	-1%
COc1ccc(N2CCOCC2)c(NC(=O)c2ccc(Br)o2)c1	2%	-4%	u	-26%	-33%	2%	-34%	-16%	-6%	-8%
CCOC(=O)c1c(NC(=O)COC(=O)CC(NC(C)=O)c2ccccc2)sc(C(=O)NC)c1C (stereo unspecified)	5%	1%	-6%	2%	-23%	-4%	x	-7%	x	x
O=[N+]([O-])c1ccc(Cl)c(CN2CCC(O)CC2)c1	-1%	0%	-1%	0%	-10%	-3%	-18%	-17%	-6%	x

Rab9 prom act, entries above that show a hit
smiles	NPC1 prom act	uPA surface inh	BRCA1 expr act	Rab9 prom act	RORg inh	p53 reactivator
c1ccc(CSc2nc3ccccc3[nH]2)cc1	0.79µM*	-1%	3%	0.79µM*	-22%	u
O=C(Nc1ccc(C2CC2(Cl)Cl)cc1)c1cccc([N+](=O)[O-])c1 (stereo unspecified)	2µM*	-9%	-79%[inhibitor]	4µM*	u	-45%[inhibitor]

(next part)
SMILES	FLuc counter	NPC1 prom act	uPA surface inh	ELG1 genotox	BRCA1 expr act	Rab9 prom act	RORg inh	p53 reactivator	Gal4-VP16 FLuc	MBNL1 CUG block
Nc1nc2cc(S(=O)(=O)NC3=NCCCCC3)ccc2s1	7%	-6%	-6%	0%	-18%	-2%	u	-1%	u	5%
CCCc1c(C(=O)OCC)sc(N)c1C#N	-1%	0%	-10%	5%	-14%	-4%	-7%	-4%	-4%[10 µM]	u
O=C(Cc1ccccn1)c1ccc(F)cc1	u	29%	-8%	12%	50%	u	x	u	x	x
CCc1cccc(Nc2cc(C)nc3nc(C)nn23)c1	0%	-4%	0%	4%	-10%	2%	16%	-7%	-9%	-7%
O=C1CCNc2c(Cl)cccc21	1%	-1%	-1%	0%	-8%	-5%	12%	3%	4%	x
O=C(CN1C(=O)C(=O)N(C2CCCC2)C1=O)Nc1ccc(OC(F)F)cc1	3%	0%	-5%	2%	0%	-4%	x	-3%	x	x
Cc1cc(S(=O)(=O)N2CCCC2)ccc1OCC(=O)Nc1ccccc1	0%	0%	-1%	4%	4%	-1%	0%	2%	-10%	4%
CCn1c(SCC(=O)Nc2ccc3c(c2)OCCO3)nc2c(c1=O)SC(C)C2 (stereo unspecified)	u	-1%	0%	2%	-38%	0%	6%	0%	4%	4%
CCc1cc2c(COC(=O)c3cccc(NS(C)(=O)=O)c3)cc(=O)oc2cc1O	6%	2%	-3%	-32%[inhibitor]	-51%	1%	-4%	4%	-9%	12%
CCOC(=O)c1[nH]c2ccccc2c1NC(=O)CN1CCCCC1	1%	12%	0%	-2%	-31%	3%	15%	-5%	2%	6%
CCOc1ccc(NC(=O)CN(C)C(=O)CN2C(=O)c3ccc([N+](=O)[O-])cc3C2=O)cc1OCC	5%	-1%	9%	0%	-27%	0%	x	7%	x	x
CC(=O)Nc1ccc(S(=O)(=O)N2CCSC2c2ccccc2Cl)cc1 (stereo unspecified)	10%	0%	-3%	-5%	-11%	2%	25%	-20%	-20%	-16%
Cc1ccc(CC(=O)N/N=C/c2ccc(OC(=O)c3ccc([N+](=O)[O-])cc3)cc2)cc1	0%	-2%	1%	-1%	-2%	0%	-1%	-5%	11%	x
O=C(O)CC1COc2ccccc2N1S(=O)(=O)c1ccc(Br)cc1 (stereo unspecified)	0%	1%	-2%	-1%	-9%	3%	16%	-1%	-1%	-3%
CC(C)(C)N=C1SCC(C)(/C=N/O)S1 (stereo unspecified)	7%	-3%	6%	2%	-17%	-11%	12%[10 µM]	8%	0%	3%
COc1cc(S(=O)(=O)N2CCOCC2)ccc1N	0%	1%	1%	0%	-10%	8%	15%	-1%	3%	-4%
C/C(=N\OC(=O)c1c(-c2c(F)cccc2Cl)noc1C)c1nccs1	7%	-9%	0%	-1%	1%	-3%	31%	1%	-10%	2%
O=C(O)CCN1C(=O)S/C(=C\c2cccnc2)C1=O	3%	-1%	-1%	1%	-10%	3%	5%	0%	3%	x
CCOC(=O)C1CCCN(Cc2c(C(=O)N3CCCCC3)nc3c(C)cccn23)C1 (stereo unspecified)	-1%	-3%	-1%	-3%	-22%	0%	32%	-2%	-1%	9%
Clc1ccc(OCc2nn3c(-c4ccco4)nnc3s2)c(Cl)c1	-18%	-1%	6%	13%	-2%	-7%	u	0%	-15%	2%
Cc1ccc(CN2CCN(C(=O)CCN3C(=O)c4ccccc4C3=O)CC2)cc1	0%	0%	2%	-1%	-3%	4%	23%	19%	0%	15%
CCOc1cccc(NC(=O)Cn2nc(-c3ccc4c(c3)OCCO4)ccc2=O)c1	0%	-4%	3%	-8%	-25%	-2%	-2%	-3%	-3%	u
Cc1ccc(O)c(-c2cc(C(=O)NCc3ccccc3)[nH]n2)c1	u	1%	-11%	10%	64%	-7%	24%	13%	-5%	-8%
O=C(Nc1ccc(F)cc1)OCCOc1ccc(Br)cc1	-5%	0%	12%	-1%	-12%	-7%	-11%	4%	-16%	0%
O=C(NC(O)C(=O)c1ccccc1)c1ccccn1 (stereo unspecified)	15µM*	-3%	-6%	0%	-1%	-2%	-26%	-1%	-13%	-7%
Cc1ccc(C2=NN(C3=NN=C(N)Cc4ncnn43)C(O)(C(F)(F)F)C2)cc1 (stereo unspecified)	-1%	-4%	16%	2%	-12%	-5%	8.9µM*	-3%	u	23%
O=C(/C=C/c1cccs1)c1cc(Br)ccc1OC(=O)N1CCOCC1	-3%	-7%	-5%	-13%	-82%	-14%	u	-30%[inhibitor]	u	10%[11.5 µM]
Oc1ccccc1/C=N/n1c(COc2ccccc2)n[nH]c1=S	6%	-7%	-2%	0%	0%	-9%	11µM*	4%	-29%	-1%
O=C1OC2(c3ccccc3)C3CCCC2C13	-1%	-2%	x	1%	2%	-1%[1.84 µM]	19%	-2%	0%	2%
CC(NC(=O)Cc1ccc(S(=O)(=O)N2CCOCC2)s1)c1ccc(Cl)c(Cl)c1 (stereo unspecified)	5%	-3%	-13%	-4%	-50%	0%	x	-9%	x	x
COc1ccc(NS(=O)(=O)NC(=O)c2c[nH]c3ccccc23)cc1	-1%	-2%	-10%	0%	-4%	-4%	-20%	3%	-5%	-6%
COC(=O)Nc1nnc(COc2ccccc2)s1	-15%	-1%	1%	0%	10%	1%	-1%	2%	1%	-7%
